# PglD inh: PglD (C. jejuni) enzyme inhibition; AID 602405; 360,000 tested, 0.098% active; inhibition, % at 12.5 µM; purified PglD enzyme, DTNB colorimetric CoA detection; in the data active means inhibition above about 16%, passing the limit was not always enough; further: strong numbers were not always called active
# PGC1a acetyl inh: modulators of PGC1a acetylation; inhibition, % at 15.6 µM; 350,000 tested, 0.17% active; U2OS PGC1a acetylation, AlphaScreen anti-acetyl-lysine; with virally co-expressed GCN5 acetyltransferase;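 active means every replicate shows inhibition of at least 40%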;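 further: 0% = neutral control wells and 100% = positive control wells; some results beyond the cut were filed as inactive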
# Numbers without * were called inactive.
structure,PglD inh,PGC1a acetyl inh
CCOC(=O)C1C(=O)C=C(c2ccc(OC)cc2)CC1c1ccco1 (configuration not stated),-1,2
CCOC(=O)N1CCN(C(=O)C2CCC(CNS(=O)(=O)c3ccc(Cl)cc3)CC2)CC1 (configuration not stated),4,4
CC(C)CNC(=S)NNC(=O)c1csc2ccccc12,2,10
Cc1ccc(S(=O)(=O)c2c(N)n(C)c3nc4ccccc4nc23)cc1,4,3
CCOC(=O)c1cnc(SCC(=O)c2ccc(Cl)cc2)nc1N,-2,-5
CN(C(=O)COc1cccc(Br)c1)C1CCS(=O)(=O)C1 (configuration not stated),-3,9
Cc1cccc(NC(=O)CSc2nc3nc(C)cc(C)c3c(=O)[nH]2)c1,-8,13
CCn1nc(C)c(/C=N/NC(=O)c2ccoc2C)c1C,-10,3
C=C(C)c1ccc(C(C)(C)NC(=O)NCc2ccco2)cc1,1,-1
Cc1cccc(OCCCC(=O)Nc2ccc(N3CCCCC3)cc2)c1C,2,10
CCCCn1c(C(C)O)nc2ccccc21 (configuration not stated),-2,13
COc1cc(NC(=O)c2ccccc2Cl)c(OC)cc1NC(=O)CN1CCOCC1,-5,-9
Cc1ccc2nc(SCC(=O)N(CC(C)C)c3c(N)n(CC(C)C)c(=O)[nH]c3=O)[nH]c2c1,2,14
CCCNc1cc(C)c(C#N)c2nc3ccccc3n12,4,-4
CCOC(=O)C1CCN(S(=O)(=O)c2ccc(NC(=O)OC)cc2)CC1,7,5
CCCCCc1nnc(N)s1,2,5
CCCCC(c1nnnn1CC1CCCO1)N1CCN(c2cccc(C)c2C)CC1 (configuration not stated),2,-31
COc1ccc(CC(=O)NC(c2ccccc2)c2ccccc2)cc1S(=O)(=O)N1CCOCC1,-2,-11
CCc1c(C)[nH]c2c(C)cccc2c1=O,-1,10
CC1CCc2nc(NC(=O)c3ccco3)sc2C1 (configuration not stated),-10,1
CC(=O)N1C(Nc2ccc(Cl)cc2)CCN1c1ccccc1 (configuration not stated),-2,3
CC(CNC(=O)c1cncc(O)c1)NC(=O)c1cncc(O)c1 (configuration not stated),0,-28
C=CCSc1nnc(-c2cc3c(s2)-c2ccccc2CC3)o1,-1,-5
COc1nc(OCC#N)nc(N(C)C)n1,-6,11
COc1ccc(/C=N/n2c(N)nc3ccccc32)cc1OC,-4,-3

# Profiles, looked up by structure. Values in the order: PglD inh	PGC1a acetyl inh
# COc1ccc(CC(=O)NC(c2ccccc2)c2ccccc2)cc1S(=O)(=O)N1CCOCC1 is listed as -2	-11
# CCn1nc(C)c(/C=N/NC(=O)c2ccoc2C)c1C is listed as -10	3
# CCc1c(C)[nH]c2c(C)cccc2c1=O is listed as -1	10
# CC(CNC(=O)c1cncc(O)c1)NC(=O)c1cncc(O)c1 (configuration not stated) is listed as 0	-28
# C=CCSc1nnc(-c2cc3c(s2)-c2ccccc2CC3)o1 is listed as -1	-5

# More results:
structure,PglD inh,PGC1a acetyl inh
N#CC1=C(N)Oc2n[nH]c(-c3cccs3)c2C1C1CCCCC1 (configuration not stated),5,2
O=C(O)CCn1c(=S)oc2ccccc21,-5,1
Fc1ccc(C(c2nnnn2Cc2ccco2)N2CCN(C3CCCCC3)CC2)cc1 (configuration not stated),6,-4
O=C(CC12CC3CC(C1)CC(CC(=O)N1CCCC1)(C3)C2)N1CCCC1,1,-3
COc1ccc(C(=O)Nc2cccc(/C(C)=N/NC(=O)c3ccc([N+](=O)[O-])cc3)c2)cc1OC,-5,-17
O=C1NC(=O)C(CC(=O)N(c2ccccc2)C2(C(=O)NC3CCCC3)CCCCC2)N1 (configuration not stated),0,-7
COc1ccc2[nH]c(=O)c(CNc3ccc(C)c(C)c3)cc2c1,0,2
O=C(CNCC1CCCO1)Nc1ccc(N2CCCCCC2)cc1 (configuration not stated),-6,-6
Cc1ccc(Nc2ccc(C(=O)N3CCCC3)cn2)c(C)c1,4,-8
CCN(CC)S(=O)(=O)c1ccc(/C(O)=C2/C(=O)C(=O)N(CCOC)C2c2ccccc2)cc1 (configuration not stated),-5,-2
CCOC(=O)c1ccc2c(c1)nc(COc1ccc(OC)cc1)n2CC,-2,-38
COCOc1ccc(/C=C2/Oc3cc(OCOC)cc(OCOC)c3C2=O)c(OCOC)c1,-9,4
Cc1c([C@H]2[C@@H](CC#N)C2(C)C)c2ccccc2n1C,-5,0
CC(Oc1cccc2c1OC(C)(C)C2)C(=O)O (configuration not stated),2,1
CC(NC(=O)C(Cc1ccccc1)NC(=O)c1ccccc1)C(=O)O (configuration not stated),-1,4
CN(C)S(=O)(=O)c1ccc(NC(=O)c2ccccn2)cc1,3,-2
O=C(CNC(=O)c1ccco1)NCC(=O)OC(C(=O)c1ccccc1)c1ccc(Cl)cc1 (configuration not stated),4,-9
COc1ccc(C2=Nc3cccc4cccc(c34)N2)cc1,0,9
O=C(O)CCC1=C2c3ccccc3CCN2C(=O)CC1,3,0
COc1ccc(OC)c(NC(=O)C2=C(C)Nc3ncnn3C2c2cccs2)c1 (configuration not stated),-5,14
CC1(C)CC(NC(=O)CC2CCCCC2)CC(C)(C)N1,-1,3
COc1ccc(-c2nc(=S)c3c(n2CCN2CCOCC2)CC(C)(C)OC3)cc1,2,18
O=S(=O)(c1cccs1)N1CN(Cc2ccc(Cl)cc2)c2nc3ccccc3nc21,6,52
COc1ccc(OC)c(-n2c(O)cnc2Nc2nc(C)cc(C)n2)c1,-1,-3
CC(C)(C)C(=O)Nc1cccc(-c2nc3ccccc3[nH]2)c1,4,-4
COCCCN1C(=O)C(O)=C(C(C)=O)C1c1cccc(F)c1 (configuration not stated),-7,0
CC(=O)/C=C(\C)Nc1ccc(-c2cnc(-c3ccccc3)o2)cc1,4,-3
CCOC(=O)N1CCN(S(=O)(=O)c2ccc(OCC)c(C)c2)CC1,-3,-11
O=C(Nc1ccc2c(c1)OCCO2)c1ccccc1F,-2,-5
Cc1ccc(C2/C(=C(\O)c3cnn(-c4ccccc4)c3C)C(=O)C(=O)N2CCN(C)C)o1 (configuration not stated),2,3
COC(=O)C1=C(C)n2nnnc2NC1c1ccc(Cl)cc1 (configuration not stated),6,-4
COc1ccc(OC)c(NC(=O)Nc2ccc(Cl)cc2)c1,1,-14
CCOC(=O)c1c(NC(=O)C(F)(OC)C(F)(F)F)sc2c1CCN(C)C2 (configuration not stated),-1,-3
COC(=O)c1ccc(COc2cc(O)c3c(c2)OC(C)(C)CC3=O)cc1,-1,-6
COC(=O)CSc1nc2c(c(C3CC=CCC3)c1C#N)CCC2 (configuration not stated),-2,-5
CCCN1Cc2cccc(C(=O)Nc3ccc4c(c3)OCO4)c2C1=O,-8,10
O=C(NC1=NCCS1)C1Cc2ccccc2CN1C(=O)c1ccccc1 (configuration not stated),15,7
Cc1ccc(N(CC(=O)Nc2c(C)n(C)n(-c3ccccc3)c2=O)S(C)(=O)=O)cc1C,0,2
O=[N+]([O-])c1ccc(Cl)c(/C=N/N2CCN(Cc3ccccc3Cl)CC2)c1,3,-7
O=C(COC(=O)c1cnccn1)c1ccc(OC(=O)c2ccccc2)cc1,-3,-15
CC(=O)c1cnn(-c2nc3c(C)cccc3s2)c1C,5,1
COc1ccc(Nc2nc(N3CCCCC3)c3ccccc3n2)cc1,3,4
O=C(NCc1ccc2c(c1)OCO2)c1ccc(COc2cccc(Cl)c2)o1,-1,4
COc1ccc(CCNC(=O)CCS(=O)(=O)c2ccc(C)cc2)cc1OC,0,-4
O=C(c1cc2nc(C3CC3)cc(C(F)F)n2n1)N1CCOCC1,0,5
COc1ccc(OC)c(NC(=O)CCC(=O)Nc2nnc(C(F)(F)F)s2)c1,0,-14
COC(=O)CCC(=O)Nc1sc2c(c1C#N)CCCC2,6,3
O=S(=O)(Nc1ccc(F)cc1)N1CCCCCC1,-6,-5
CC12CN3CC(=O)N4CC5(C)CN(CC(C)(C4)C5=O)C(=O)CN(C1)CC(C)(C3)C2=O,6,12
O=P(CO)(Cc1ccccc1)Cc1ccccc1,-9,-7

# Four successive records from above, quoted:
structure,PglD inh,PGC1a acetyl inh
COc1ccc(OC)c(NC(=O)Nc2ccc(Cl)cc2)c1,1,-14
CCOC(=O)c1c(NC(=O)C(F)(OC)C(F)(F)F)sc2c1CCN(C)C2 (configuration not stated),-1,-3
COC(=O)c1ccc(COc2cc(O)c3c(c2)OC(C)(C)CC3=O)cc1,-1,-6
COC(=O)CSc1nc2c(c(C3CC=CCC3)c1C#N)CCC2 (configuration not stated),-2,-5

# Single values from the entries so far.
# CCOC(=O)c1cnc(SCC(=O)c2ccc(Cl)cc2)nc1N in PGC1a acetyl inh shows -5
# COc1cc(NC(=O)c2ccccc2Cl)c(OC)cc1NC(=O)CN1CCOCC1 in PGC1a acetyl inh shows -9

# Additional results.
structure,PglD inh,PGC1a acetyl inh
C=CCOC(=O)C(C#N)c1nc2ccccc2nc1N1CCN(c2ccccc2OC)CC1 (configuration not stated),-13,-4
COc1ccc(C(=O)NCC(C)CN(C)C)cc1 (configuration not stated),-3,3
O=C(Nc1cccnc1)c1ccc2snnc2c1,1,-4
O=S(=O)(c1cc(-c2nnc(-c3ccc(Br)cc3)o2)ccc1Br)N1CCCCCC1,0,9
C#CCOCCOCCOCCNc1nc(N2CCN(C(=O)[C@H](Cc3ccc(O)cc3)n3cc([C@@H](N)C(C)CC)nn3)CC2)nc(N2CCN(C(=O)[C@H](CCCCN)n3cc([C@@H](N)CO)nn3)CC2)n1 (some centres not stated),2,1
CC(CN1CCN(C)CC1)OC(=O)c1ccccc1Cl (configuration not stated),-3,-16
COc1ccc(CN2CCN(C(=O)c3cccnc3)CC2)cc1Br,1,-2
Cc1onc(-c2c(F)cccc2Cl)c1C(=O)OCC(=O)NC(c1ccccc1)c1ccccc1,-1,-42
COc1ccc(/C=N/N(C(C)=O)c2nc(-c3ccc(C)cc3)cs2)cc1,-3,7
Cc1ccc2nc(-c3ccco3)c(CC3CCCCC3)n2c1,4,1
Cc1noc2c1C(c1ccc(N(C)C)cc1)C1=C(CC(C)(C)CC1=O)N2 (configuration not stated),-4,4
Cc1cc2c3c(c1)C1(C(=O)N3C(C)(C)CC2C)C(C#N)=C(N)OC2=C1C(=O)CC(C)(C)C2 (configuration not stated),2,-5
CCOCCn1c(CN2CCN(c3ccc(OC)cc3)CC2)nc2c1c(=O)n(C)c(=O)n2C,5,-9
CCC(C)n1c(=N)c(C#N)cc2c(=O)n3ccccc3nc21 (configuration not stated),-1,-27
CCOc1ccc(S(=O)(=O)Nc2nccs2)cc1,-7,1
Oc1ccccc1CNc1ccc(Br)cn1,3,8
Cn1c(=O)c(C(=O)CN2CCCc3ccccc32)c(N)n(Cc2ccccc2)c1=O,6,2
O=C(NCCOC(=O)c1ccc(Cl)c(S(=O)(=O)N2CCCCC2)c1)c1ccncc1,-6,-11
C=CCN(C(C)=O)C1CC(=O)N(c2ccc(OCCC)cc2)C1=O (configuration not stated),3,4
CCOC(=O)C(NC(=O)c1ccccc1)=C1C=C(C)OC(C)=C1,-9,3
CCCCCCn1cc(C(=O)O)c(=O)c2cc(F)c(N3CCN(C)CC3)cc21,0,22
CCOC(=O)c1ccc(Oc2c(C)oc3c(CN4CCN(C)CC4)c(O)ccc3c2=O)cc1,1,-10
CC(C)COc1ccc(CSCCNC(=S)Nc2ccccc2)cc1,-1,-15
CCCCn1c(SCC(=O)OCC)nnc1-c1ccoc1C,0,3
Cc1ccc(SCCNC(=S)Nc2cc(C)ccc2C)cc1,1,5
CCOC(=O)c1cc(C#N)c(Oc2ccccc2OC)nc1-c1ccccc1,-7,-2
O=C(Nc1ccc2c(c1)OCO2)C1CCCN(S(=O)(=O)c2cccs2)C1 (configuration not stated),1,-17
CC(C)(C)NC(=O)Cn1c(-c2nonc2N)nc2ccccc21,4,-9
COc1ccccc1OCC(=O)Nc1oc(-c2ccccc2)c(-c2ccccc2)c1C#N,-1,-25
Cc1ccc(CN(c2ccc(C(=O)N3CCCC3)cc2)S(C)(=O)=O)cc1,2,2
COC(=O)Nc1cc(C)nc2ccccc12,-11,-4
COC(=O)COc1ccc(S(=O)(=O)Nc2ccc3c(c2)OCO3)cc1Cl,0,-2
CCOC(=O)c1c(C)cccc1OCC(N)=O,-4,6
Cc1cc(C)n2c(SCc3ccc(Cl)cc3Cl)nnc2n1,5,4
O=C(c1ccco1)N1CCN(c2nc(C3CC3)nc3c2nnn3Cc2ccccc2Cl)CC1,3,-4
COCCCNC(=O)c1cccc(C(=O)NCCCOC)c1,-1,1
CC(=O)c1cccc(NC(=O)C2CCCC2)c1,-11,10
N=c1c2c3c(sc2nc2n1CCCCC2)CCCC3,1,-13
Cc1cccc(S(=O)(=O)Nc2nc3ccccc3nc2NCc2ccco2)c1,2,-4
CCOC(=O)/C(=C\c1cccnc1)C(=O)c1cc(C(C)=O)c(Nc2ccccc2)s1,-7,84*
Cc1nc2ccc(NC(=O)NCCCO)cc2s1,10,-20
CNC(=O)c1cc(S(=O)(=O)N(C)C)ccc1Cl,6,-8
CSc1nnc(C)c(/C=C/Nc2ccc(C)cc2)n1,0,3
COc1ccc(CN=CC2=C(O)CNC2=O)cc1,-2,-4
O=c1[nH]nc2c3ccccc3cnn12,5,-11
CC(C)(C)n1ncc2c(=O)n(CC(=O)NCc3ccccc3)cnc21,-2,3
Cc1cc(C)cc(NC(=O)c2ccc(Cn3nc(C)c(Cl)c3C)o2)c1,5,8
Cc1ccc(SCc2cc(=O)n3[nH]c(C)nc3n2)cc1,-2,-9
CCNC(=S)NNC(=O)c1cccs1,0,-1
Cc1ccccc1NC(=O)c1sc(Cl)nc1-c1ccccc1,-3,-9
Cc1ccc2c(CC(=O)NCC3COc4ccccc4O3)coc2c1 (configuration not stated),10,-12

# High-throughput results from PubChem BioAssay.

# Not all compounds are listed. The share of hits here may be higher or lower than overall.
